dFosB activator: activators of delta FosB homodimer, primary screen, biochemical, fluorescence polarization, TAMRA-CDK5 oligo, single point. AID 493131, 2011. purified delta FosB; percent of positive-control signal above neutral wells. 340,000 tested, 0.99% active. Protein FosB (Mus musculus), P13346. activation, % at 25 µM;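 active means mean activation above about 17%, with every replicate also reaching it, limit read from the data, passing the limit was not always enough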;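 further: fluorescence polarization rise as delta FosB binds a TAMRA Cdk5 AP-1 oligo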
Rtt109 Vps75: inhibitors of C. albicans Rtt109/Vps75 HAT, primary screen, biochemical, ThioGlo CoA-SH fluorescence, plate reader; Histone acetyltransferase RTT109 (Candida albicans (strain SC5314 / ATCC MYA-2876)), …; 330,000 tested, 0.16% active; purified Rtt109/Vps75, 4 h; inhibition, % at 34.9 µM; AID 540336, 2011;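 active means inhibition of at least 50% in every replicate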
Wnt bcat act: Wnt/beta-catenin pathway activators, primary screen, cell-based, plate reader, single point; 300,000 tested, 1.2% active; activation, % at 9.35 µM; Wnt/beta-catenin reporter cell assay, activator; in the data active means activation above about 30%, passing the limit was not always enough;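 further: 0% = neutral control wells and 100% = positive control wells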
cardiac RTF act: cardiac RTF calcium sensitivity activators, primary screen, biochemical, IANBD-TnC fluorescence, EC20 calcium | 340,000 tested, 0.24% active | Troponin I, cardiac muscle (Homo sapiens) + Troponin T, cardiac muscle (Homo sapiens) + … | AID 493008, 2010 | IANBD-labeled TnC RTF fluorescence at EC20 calcium; 0% EC20 calcium, 100% full calcium | activation, % at 7.2 µM;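 active means activation above the mean over all tested compounds plus 3 SD, cut at about 30% in these data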;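 further: rise in fluorescence read as greater calcium sensitivity of cardiac thin filaments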
CDK5 p35 inh: inhibitors of human CDK5/p35 kinase, primary screen, biochemical, single concentration; AID 488839, 2010; inhibition, % at 10 µM; 330,000 tested, 0.01% active; Cyclin-dependent kinase 5 (Homo sapiens) + Cyclin-dependent kinase 5 activator 1 (Homo …; Recombinant CDK5/p35, ADP-Glo luminescence, 60 min;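 active means highest replicate inhibition of at least 50% and at least 75% of replicates reaching 50%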;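 further: plate controls were DMSO neutral control for no effect and GW8510 at 10 µM for full effect; many of its hits are not listed in these tables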
Target sequence (Q00535 whole entry, looked up): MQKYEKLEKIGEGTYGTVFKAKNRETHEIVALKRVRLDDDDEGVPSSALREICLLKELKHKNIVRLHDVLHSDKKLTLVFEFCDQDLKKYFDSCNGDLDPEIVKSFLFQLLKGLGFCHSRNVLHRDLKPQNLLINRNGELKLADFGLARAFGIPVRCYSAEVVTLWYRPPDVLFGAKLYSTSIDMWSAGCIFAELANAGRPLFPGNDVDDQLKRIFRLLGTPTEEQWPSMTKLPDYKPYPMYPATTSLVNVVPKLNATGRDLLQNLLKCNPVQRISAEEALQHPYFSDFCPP
Target sequence (Q15078 whole entry, looked up): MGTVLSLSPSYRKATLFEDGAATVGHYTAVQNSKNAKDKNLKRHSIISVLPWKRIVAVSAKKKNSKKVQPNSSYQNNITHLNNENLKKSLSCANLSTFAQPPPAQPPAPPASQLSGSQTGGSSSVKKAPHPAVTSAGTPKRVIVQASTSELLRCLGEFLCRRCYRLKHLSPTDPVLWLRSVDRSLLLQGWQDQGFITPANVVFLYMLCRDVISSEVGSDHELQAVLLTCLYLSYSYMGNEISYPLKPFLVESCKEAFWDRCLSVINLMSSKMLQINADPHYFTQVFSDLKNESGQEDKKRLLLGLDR
SR-BI uptake up: activators of SR-BI mediated DiI-HDL uptake, primary screen, ldlA[mSR-BI] CHO cells, DiI fluorescence; 3 h; 100 = double the neutral-control signal; 320,000 tested, 0.096% active; activation, % at 12.5 µM; AID 504775, 2011;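 active means mean replicate activation of at least 60% and every replicate at or above 60%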;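 further: 0% = median plate neutral-control signal and 100% = twice that signal; values of inactives mirror those of a sister screen read the other way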
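System: LDL receptor-deficient CHO ldlA cells overexpressing murine SR-BI | Timing: 3 h uptake period with compound, 37 °C | Medium: HEPES-buffered (25 mM, pH 7.4) F12 plus 0.5% BSA | Dosing: Single-point compound dose | Signal: Bottom-read fluorescence, 550/595 nm | Read-out: Retained DiI signal reflecting DiI-HDL uptake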
PvdQ inh: P. aeruginosa PvdQ acylase inhibitors, primary screen, biochemical, fluorescence, plate reader and imaging, single point; purified PvdQ acylase; AID 488965, 2010; PvdQ acylase [Pseudomonas aeruginosa LESB58]; 340,000 tested, 0.063% active; inhibition, % at 10 µM; in the data active means inhibition above about 30%, passing the limit was not always enough;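 further: 0% = vehicle neutral wells and 100% = reference inhibitor wells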
MITF act: activators of MITF-driven TRPM1 promoter reporter, primary screen, cell-based, SK-MEL-5, luciferase, single point. AID 588334, 2011. SK-MEL-5 TRPM1-promoter luciferase, 24 h; % of positive control, neutral wells = 0. activation, % at 12.5 µM. 300,000 tested, 0.75% active;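 active means mean activation of at least 80% with every replicate also reaching 80%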;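 further: 0% = neutral control wells and 100% = parthenolide positive control wells; values of inactives mirror those of a sister screen read the other way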
SR-BI DiI inh: inhibitors of SR-BI mediated HDL lipid uptake, primary screen, ldlA[mSR-BI] cells, fluorescence, single point; ldlA[mSR-BI] CHO cells, DiI-HDL uptake fluorescence, 3 h; inhibition, % at 12.5 µM; 320,000 tested, 0.96% active;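 active means mean replicate inhibition of at least 70% and a set share of replicates each scoring 70 or more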;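 further: 0% = median of neutral control wells and 100% = median of positive control wells; values of inactives mirror those of a sister screen read the other way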
HTR5A ag ctr: HTR5A agonists in luminescence cell assay, primary screen, counter-screen for OPRM1-OPRD1 heterodimer agonist project, full-deck HTS; 5-hydroxytryptamine receptor 5A (Homo sapiens), P47898; 340,000 tested, 0.61% active; AID 504692, 2011; cell-based; activation, % at 9.3 µM; in the data active means activation mostly above about 9.5%, no sharp cut-off; inactive means mostly below about 7.6%;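 further: 0% = cells with vehicle only and 100% = reference agonist; strong numbers were not always called active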
Target sequence (P47898 whole entry, looked up): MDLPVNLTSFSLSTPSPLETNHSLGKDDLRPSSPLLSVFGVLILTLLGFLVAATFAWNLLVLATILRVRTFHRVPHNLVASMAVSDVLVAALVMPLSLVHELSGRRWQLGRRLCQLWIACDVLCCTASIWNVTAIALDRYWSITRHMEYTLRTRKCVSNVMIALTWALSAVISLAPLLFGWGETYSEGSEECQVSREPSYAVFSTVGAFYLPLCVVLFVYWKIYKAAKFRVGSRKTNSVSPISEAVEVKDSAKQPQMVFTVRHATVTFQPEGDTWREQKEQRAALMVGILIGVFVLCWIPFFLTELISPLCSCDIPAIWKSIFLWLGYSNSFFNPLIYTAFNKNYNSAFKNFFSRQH
Active calls of the source: *; . = no result given.

Every second line gives: dFosB activator, Rtt109 Vps75, Wnt bcat act, cardiac RTF act, CDK5 p35 inh, SR-BI uptake up, PvdQ inh, MITF act, SR-BI DiI inh, HTR5A ag ctr
Cc1noc(C(=O)Nc2c(C)n(C)n(-c3ccccc3)c2=O)c1Cl
  5.6, -10.8, -4.4, -2.3, -0.1, 18.0, 3.0, -8.1, -18.0, -1.7
COc1cc(NC(=O)c2cccs2)ccc1NC(=O)c1cc2ccccc2o1
  -2.2, -0.8, -4.9, -0.6, -0.2, -26.1, -6.7, -44.1, 26.1, -4.8
Nc1ccccc1S(=O)(=O)c1ccccc1N
  2.5, -1.6, -2.0, 3.3, -1.1, -22.8, -12.4, 2.1, 22.8, 4.1
O=C(CCn1cnnn1)Nc1ccccc1
  1.9, -5.3, -0.5, 0.8, 0.2, 5.1, -4.3, 12.1, -5.1, 1.6
CCOC(=O)c1c(NC(=S)NCC2CCCO2)sc(C)c1C (configuration not stated)
  -4.0, -13.9, -22.5, 0.2, 2.2, -34.6, -7.3, 6.1, 34.6, -3.9
N#CC1=C2N=C(N)c3ccccc3N2C2=C(C(=O)CCC2)C1c1ccc(Cl)cc1 (configuration not stated)
  -4.3, 14.0, 2.6, 2.4, 1.9, -6.5, 15.2, -33.9, 6.5, 6.9
CC(=O)Nc1ccc2c(c1)C(=O)N(c1cccc(C)c1)C2=O
  20.5*, -7.1, 6.4, -6.1, -1.0, ., -1.0, 0.7, ., -1.0
COc1ccc(CNC(=O)c2cc(COc3c(F)cccc3F)on2)cc1OC
  -7.0, 1.7, 0.1, -3.8, -0.1, 12.4, -0.8, -17.1, -12.4, -2.2
CCCCN1CC(COCc2ccccc2)Oc2cccc(Oc3ccc(C)cc3)c2S1(=O)=O (configuration not stated)
  -4.8, -4.2, -8.5, -5.7, 3.5, -8.1, 7.1, 4.6, 8.1, 0.7
CC1Sc2ccc(S(=O)(=O)CCC(=O)NC3CCCCCC3)cc2NC1=O (configuration not stated)
  -1.2, 6.5, 2.2, -9.4, 0.4, -0.7, 0.2, -10.0, 0.7, 7.7
Cc1cc(Br)ccc1NC(=O)CCSc1ccccc1
  -4.5, 1.0, ., 1.6, 1.2, -8.9, -11.8, 26.2, 8.9, 5.3
Nc1ccccc1SC1CC(=O)N(c2ccc3c(c2)OCCO3)C1=O (configuration not stated)
  15.1, -3.2, 35.0*, -0.1, 1.6, 0.0, -15.0, ., 0.0, -0.9
COc1cc(C(=O)NC2CC(C)(C)Cc3c2cnn3-c2ccccc2)cc(OC)c1OC (configuration not stated)
  -4.7, -5.2, 7.2, 2.3, -0.1, -69.9, -20.9, -9.2, 69.9, -0.6
COc1cccc(-n2c(=O)c3ccccc3n3c(=S)[nH]nc23)c1
  -1.7, -12.4, 3.7, -1.2, -0.3, -5.4, -9.3, -11.6, 5.4, -0.5
COc1ccccc1-c1nc(-c2ccc(Br)o2)no1
  -16.5, 6.4, 16.3, 9.5, -1.7, -34.4, -13.8, ., 34.4, 0.3
Cc1ccc(C(=O)N2CCN(c3ccc([N+](=O)[O-])c(NCc4cccnc4)c3)CC2)cc1
  -10.4, 9.1, -1.1, 2.8, -0.3, -12.4, 1.0, -0.1, 12.4, 4.8
CCN1CCN(S(=O)(=O)c2ccc(Cl)c(C(=O)N(C)Cc3ccc(Cl)cc3Cl)c2)CC1
  -7.4, 33.7, 0.8, 0.2, 0.9, -27.7, 4.0, -8.8, 27.7, -0.1
COc1cc(Br)c(CCNC(=O)c2ccco2)cc1OC
  -0.8, -16.5, 5.4, -3.1, -2.0, -2.0, -13.4, -4.2, 2.0, -0.3
O=C(CCc1nnc(CCCCc2ccccc2)o1)NC(c1cccnc1)C(F)(F)F (configuration not stated)
  -5.1, 6.4, -1.3, -4.4, 1.0, 10.4, -0.1, ., -10.4, -0.8
CCCCCn1c(SCC(=O)OCC)nc2cc(C(=O)N3CCC(C(N)=O)CC3)ccc2c1=O
  -11.8, 3.7, -6.3, -4.1, -11.9, 12.9, -23.9, -5.5, -12.9, 3.7
Cc1cc(OC(C)C(=O)NC(Cc2c[nH]c3ccc(O)cc23)C(=O)O)c2c(C)cc(=O)oc2c1 (configuration not stated)
  1.1, -0.6, -1.6, 1.8, -0.2, 32.6, -6.2, ., -32.6, 1.6
O=C1OC(c2ccccc2)Sc2ccccc21 (configuration not stated)
  -11.4, 1.2, -0.2, 2.1, 0.1, -5.0, -8.1, -6.7, 5.0, 1.8
CSc1cccc(CN2CCCC(CNC(=O)c3ccc(F)cc3)C2)c1 (configuration not stated)
  -2.4, 5.3, 0.3, 0.1, 1.9, ., -5.5, 0.2, ., 1.4
O=C(c1nn(-c2ccccc2)c(=O)c2ccccc12)N1CCN(c2ncccn2)CC1
  -7.3, -7.1, -13.9, 3.7, -2.5, 24.6, -15.7, -2.1, -24.6, 3.7
COc1cccc(OCc2nnc(SCC(=O)NCc3ccco3)n2C)c1
  4.1, -29.8, -2.8, -2.6, 1.0, ., -7.9, -13.1, -26.6, -2.2
COc1ccccc1-c1nnc(SCC(=O)Nc2oc(C)c3c(C)n[nH]c(=O)c23)n1C
  2.4, -6.3, 0.9, 9.1, -11.3, 12.1, -5.0, -8.0, -12.1, 5.1
O=C(O)CN1c2cccc3cccc(c23)S1(=O)=O
  -9.5, -25.2, -3.6, 1.4, -0.9, ., 9.1, -14.0, ., 1.5
CCOC(=O)c1ccc(NC(=O)C(=O)NCC2CCCO2)cc1 (configuration not stated)
  -5.5, 5.2, ., -5.1, -0.3, 12.0, 7.8, ., -12.0, 3.1
Cc1nc(-c2nnc(SCC(=O)Nc3cc(C(F)(F)F)cc(C(F)(F)F)c3)n2C)cs1
  5.3, -7.5, -0.4, 4.5, -0.2, ., -17.4, ., ., 3.5
Cc1c(/C=C/C(=O)c2cccs2)cnn1C
  -4.7, 3.6, 57.2*, -4.6, 0.5, -11.7, -3.1, 50.3, 11.7, -6.1

4 entries picked at random from those above:
Every second line gives: dFosB activator, Rtt109 Vps75, Wnt bcat act, cardiac RTF act, CDK5 p35 inh, SR-BI uptake up, PvdQ inh, MITF act, SR-BI DiI inh, HTR5A ag ctr
CCOC(=O)c1c(NC(=S)NCC2CCCO2)sc(C)c1C (configuration not stated)
  -4.0, -13.9, -22.5, 0.2, 2.2, -34.6, -7.3, 6.1, 34.6, -3.9
N#CC1=C2N=C(N)c3ccccc3N2C2=C(C(=O)CCC2)C1c1ccc(Cl)cc1 (configuration not stated)
  -4.3, 14.0, 2.6, 2.4, 1.9, -6.5, 15.2, -33.9, 6.5, 6.9
O=C(CCc1nnc(CCCCc2ccccc2)o1)NC(c1cccnc1)C(F)(F)F (configuration not stated)
  -5.1, 6.4, -1.3, -4.4, 1.0, 10.4, -0.1, ., -10.4, -0.8
O=C1OC(c2ccccc2)Sc2ccccc21 (configuration not stated)
  -11.4, 1.2, -0.2, 2.1, 0.1, -5.0, -8.1, -6.7, 5.0, 1.8

Next structures follow:
Every second line gives: dFosB activator, Rtt109 Vps75, Wnt bcat act, cardiac RTF act, CDK5 p35 inh, SR-BI uptake up, PvdQ inh, MITF act, SR-BI DiI inh, HTR5A ag ctr
CCCNC(=O)Cn1cnc2sc(C(=O)NCCCN3CCOCC3)c(C)c2c1=O
  0.6, -2.1, -2.5, -0.9, 1.3, 25.7, -9.7, 2.7, -25.7, -3.0
CCN(CC)CCN(C(=O)c1c(F)cccc1F)c1nc2cc(C)cc(C)c2s1
  11.0, 1.3, -0.4, -2.0, 0.8, 6.3, -9.8, 9.5, -6.3, 0.9
COCCNC(=O)CN1CCN(Cc2cccc(Cl)c2)C1=O
  -2.1, -8.4, 0.4, 5.1, -2.3, -2.3, -16.8, -2.4, 2.3, 1.0
CC(C)c1cc(NCc2ccccn2)n2c(nc3ccccc32)c1C#N
  -4.1, -28.2, -0.5, -0.9, 3.4, 2.8, 9.9, -5.2, -2.8, -0.8
O=C(O)COc1ccc(/C=C/C(=O)c2ccc3ccccc3c2)cc1
  -0.1, -62.8, ., -5.4, 3.3, 33.6, -3.6, -5.6, -33.6, 4.7
COc1ccc(NC(=O)CN2CCN(C3c4ccccc4-c4ccccc43)CC2)c(OC)c1
  -2.9, -0.2, ., 2.3, 1.1, -49.6, -4.5, 8.1, 49.6, -3.6
COc1ccc(-n2c(SC(CN3CCCCC3)CN3CCCC3=O)nc3ccccc3c2=O)cc1 (configuration not stated)
  2.2, 1.8, ., -2.6, 1.2, -4.5, -4.9, -5.1, 4.5, -1.0
N#Cc1nc(-c2ccccc2F)oc1N1CCN(C(=O)c2ccco2)CC1
  -0.7, -3.4, 0.7, 2.9, -1.2, 11.8, -10.1, 1.4, -11.8, -1.4
Cc1ccc(/C=C(\NC(=O)c2ccccc2)C(=O)NC2CCN(Cc3ccccc3)CC2)o1
  -5.9, -2.7, 2.7, -3.0, -0.9, -20.8, 6.9, -3.4, 20.8, -2.0
CC1C=CCC2C(=O)N(c3cccc(C(=O)N4CCN(c5ccc(F)cc5)CC4)c3)C(=O)C12 (configuration not stated)
  -5.6, 25.5, ., -2.2, 1.4, -61.9, -18.7, -1.8, 61.9, -2.0
CS(=O)(=O)c1ccc(-c2nnn(CC(=O)N3CCCCC3)n2)cc1
  7.1, 1.3, -3.3, -0.2, 0.9, -1.2, -7.8, 8.4, 1.2, -1.8
O=C(Nc1ccccc1)NC1(C(=O)N2CCN(c3ncccn3)CC2)CCCCC1
  -4.1, 2.5, 0.6, -4.3, -0.8, 0.0, -6.3, 3.6, 0.0, 5.9
CC(=O)N1C(C(=O)O)CSC1c1ccc(C)cc1 (configuration not stated)
  4.9, -1.1, -1.1, 0.1, 0.5, 10.3, -17.5, -2.0, -10.3, -0.5
COc1cccc(N(C(=O)Cn2nnc(-c3ccc(Cl)cc3)n2)C(C(=O)NCC2CCCO2)c2ccc(C)cc2)c1 (configuration not stated)
  -5.1, 0.5, -2.8, -2.9, 0.9, -9.6, 1.2, -11.7, 9.6, 4.8

Laid out differently: entries from further up.
SMILES	dFosB activator	Rtt109 Vps75	Wnt bcat act	cardiac RTF act	CDK5 p35 inh	SR-BI uptake up	PvdQ inh	MITF act	SR-BI DiI inh	HTR5A ag ctr
CS(=O)(=O)c1ccc(-c2nnn(CC(=O)N3CCCCC3)n2)cc1	7.1	1.3	-3.3	-0.2	0.9	-1.2	-7.8	8.4	1.2	-1.8
O=C(Nc1ccccc1)NC1(C(=O)N2CCN(c3ncccn3)CC2)CCCCC1	-4.1	2.5	0.6	-4.3	-0.8	0.0	-6.3	3.6	0.0	5.9

Screens from PubChem.
